High-throughput results as filed in PubChem BioAssay.
hcGAS inh: blocks human cGAS activity. recombinant h-cGAS, ATP depletion, Kinase-Glo luminescence. Q8N884. inhibition, % at 12.5 µM. AID 1259398. 290,000 tested, 0.081% active;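 further: 0% = vehicle reaction and 100% = reaction without DNA for no activity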
Target sequence (Q8N884 whole entry, looked up): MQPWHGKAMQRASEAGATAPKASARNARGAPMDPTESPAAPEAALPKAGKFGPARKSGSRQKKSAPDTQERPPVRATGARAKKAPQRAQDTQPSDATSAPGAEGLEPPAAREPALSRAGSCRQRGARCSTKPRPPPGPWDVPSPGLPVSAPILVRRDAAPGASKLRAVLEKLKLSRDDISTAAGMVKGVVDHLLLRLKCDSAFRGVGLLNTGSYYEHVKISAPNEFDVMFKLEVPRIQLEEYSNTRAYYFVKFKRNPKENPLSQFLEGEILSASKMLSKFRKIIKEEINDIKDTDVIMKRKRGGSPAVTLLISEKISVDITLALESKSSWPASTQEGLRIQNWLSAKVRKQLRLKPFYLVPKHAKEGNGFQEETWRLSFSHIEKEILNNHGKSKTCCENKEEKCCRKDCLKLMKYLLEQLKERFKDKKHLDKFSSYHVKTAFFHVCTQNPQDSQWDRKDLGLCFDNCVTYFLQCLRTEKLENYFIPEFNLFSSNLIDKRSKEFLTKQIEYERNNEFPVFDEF
NPYLR7 ag: activates Aedes aegypti NPYLR7 receptor; 270,000 tested, 0.15% active; activation, % at 10 µM; HEK293T NPYLR7/Galpha15, GCaMP6s calcium fluorescence; in the data active means activation above about 40%;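 further: 0% = vehicle and 100% = reference agonist at the receptor; some compounds past the cut are filed as inactive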
mcGAS inh: mouse cGAS inhibition by luminescence | Q8C6L5 | recombinant cGAS, Kinase-Glo ATP depletion luminescence | inhibition, % at 12.5 µM | 160,000 tested, 0.15% active | AID 1259399;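 further: 0% = negative control wells and 100% = reference inhibitor with no enzyme activity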
Starred values were filed as active, the others as inactive; . = not tested or not shown; & = joins results of further samples. Unless noted, no stated cut-off is given here; in the data, active means inhibition above about 40%; inactive means the rest.

SMILES	hcGAS inh	NPYLR7 ag	mcGAS inh
O=C1CSC(c2ccc(OC(F)F)cc2)N1C1CCCCC1 (centres undefined)	-3	5	.
CCN=c1scc(-c2cc(OC)ccc2OC)n1N=C(C)c1ccco1	-8	-6	-5
CN1CCC(C)(C(=O)Nc2cccc3cccnc23)C1 (centres undefined)	-4	0	.
Cc1cccc(-n2nc(C(=O)Nc3ccccc3)c(=O)n(Cc3ccccc3Cl)c2=O)c1	-1	0	-4
Cc1ccc(C(=O)N2CCCC2(C)C(=O)NCC(C)C)cc1F (centres undefined)	-9	4	-5
CCOC(=O)c1ccc(NC(NC(=O)OC)(c2ccccc2)C(F)(F)F)o1 (centres undefined)	-5	3	.
CCOC(=O)C1(CCc2ccccc2)CCCN(C(=O)c2ccccc2-c2ncc[nH]2)C1 (centres undefined)	-6	13	-10
CC(C)Cc1cc(C(=O)N2CCCN(C)C3(CCN(C)CC3)C2)nc(N)n1	-7	3	-15
O=C(c1csc2c1CCCC2)N1CCCC(CNS(=O)(=O)c2cccs2)C1 (centres undefined)	-9	4	.
COc1ccc(NC(=O)C2=C(C#N)CCC2)cc1	-6	0	.
O=C(NCc1cccnc1)c1coc(CN(CCc2c[nH]c3ccccc23)Cc2ccc(C(F)(F)F)cc2)n1	0	10	-4
O=C(c1ccc(CSc2nc(Cl)cc(N3CCC4(CC3)OCCO4)n2)cc1)N1CCN(c2cccc(C(F)(F)F)c2)CC1	-5	-3	-4
Cc1ccc(NC(=O)N2CCSCC2CCO)cc1 (centres undefined)	-6	8	.
O=C(NCc1ccc(S(=O)(=O)N2CCCCC2)cc1)NCc1cccc(C(F)(F)F)c1	0	-8	-3
CC(=O)Nc1ccc(N2C(=O)CSC2c2ccc(C(C)(C)C)cc2)cc1 (centres undefined)	-7	-8	.
CCCC(C(=O)O)N1C(=O)C2CC=C(Cl)CC2C1=O (centres undefined)	-11	2	.
Fc1ccccc1C1c2cccn2CCCN1Cc1cccc(Oc2ccccc2)c1 (centres undefined)	-2	8	-4
COC(=O)c1cccc(NC(=O)CN2CCCN(c3nccs3)CC2)c1	-2	3	.
COc1ccc(N2CCCn3c2nc2c3c(=O)n(C)c(=O)n2C)cc1	-2	-3	.
COc1ccc(CC2(CCC(=O)NCC3CC4C=CC3C43CC3)CCC(=O)N2)cc1OC (centres undefined)	-7	4	.
COc1ccc(C(NC(=O)C2CCN(CCOc3ccc(Cl)cc3)CC2)c2ccccc2C)cn1 (centres undefined)	4	-4	-2
COc1ccccc1/C=C/C=C1N=C(/C=C\c2cccc([N+](=O)[O-])c2)OC/1=O	-4	10	-3
Cc1ccc(C(=O)N2CC(=O)N(CC3CC3)CC(O)C2)cc1 (centres undefined)	0	3	-6
Cc1ccc(CNC(=O)c2c[nH]c(=S)n2-c2ccc(F)cc2)cc1	-7	12	.
CCN(CC)CCN(C(=O)c1cc(C)nn1C)c1nc2c(F)cc(F)cc2s1	-3	4	-5

Molecules above that contain fluorine:
SMILES	hcGAS inh	NPYLR7 ag	mcGAS inh
O=C1CSC(c2ccc(OC(F)F)cc2)N1C1CCCCC1 (centres undefined)	-3	5	.
Cc1ccc(C(=O)N2CCCC2(C)C(=O)NCC(C)C)cc1F (centres undefined)	-9	4	-5
CCOC(=O)c1ccc(NC(NC(=O)OC)(c2ccccc2)C(F)(F)F)o1 (centres undefined)	-5	3	.
O=C(NCc1cccnc1)c1coc(CN(CCc2c[nH]c3ccccc23)Cc2ccc(C(F)(F)F)cc2)n1	0	10	-4
O=C(c1ccc(CSc2nc(Cl)cc(N3CCC4(CC3)OCCO4)n2)cc1)N1CCN(c2cccc(C(F)(F)F)c2)CC1	-5	-3	-4
O=C(NCc1ccc(S(=O)(=O)N2CCCCC2)cc1)NCc1cccc(C(F)(F)F)c1	0	-8	-3
Fc1ccccc1C1c2cccn2CCCN1Cc1cccc(Oc2ccccc2)c1 (centres undefined)	-2	8	-4
Cc1ccc(CNC(=O)c2c[nH]c(=S)n2-c2ccc(F)cc2)cc1	-7	12	.
CCN(CC)CCN(C(=O)c1cc(C)nn1C)c1nc2c(F)cc(F)cc2s1	-3	4	-5

Individual results from the results shown:
COc1ccccc1/C=C/C=C1N=C(/C=C\c2cccc([N+](=O)[O-])c2)OC/1=O in hcGAS inh has -4
CCN=c1scc(-c2cc(OC)ccc2OC)n1N=C(C)c1ccco1 in mcGAS inh has -5
COc1ccc(CC2(CCC(=O)NCC3CC4C=CC3C43CC3)CCC(=O)N2)cc1OC (centres undefined) in NPYLR7 ag has 4

Next part:
SMILES	hcGAS inh	NPYLR7 ag	mcGAS inh
CCN1CCC(CNc2nccc(C)n2)(N(C)C)CC1	-5	.	-5
CCOC(=O)c1ccc(NC(=O)N2CCSC2c2ccc(Cl)cc2Cl)cc1 (centres undefined)	-13	.	-7
CCc1nccn1CCC(=O)N1CCc2c([nH]c3ccccc23)C1c1cccc(C)n1 (centres undefined)	-8&-4	11&-9	-9&-5
COCCn1c(C)cc(O)c(C(c2ccccc2F)N2CCN(C)CC2)c1=O (centres undefined)	4	2	.
CCCc1[nH]n(C)c(=O)c1C1=C(N2CCC(C)CC2)C(=O)N(Cc2ccco2)C1=O	-5	28	-6
CCc1nc2ccc(C(=O)NCCNC(C)=O)cn2c1N(C)CCCc1ccccc1	-4	15	-2
Cc1cn2c3c(=O)n(Cc4c(F)cccc4Cl)c(=O)n(C)c3nc2n1CCO	1	6	-5
CNc1cnc(-c2cc(OC)c(OC)c(OC)c2)cn1	-10	2	.
CC1NCCN(c2ccc(Oc3ccccc3)cc2)C1=O (centres undefined)	-5	-2	.
CC(C)[C@H](Nc1ccnc(C(C)(C)C)n1)C(=O)N1CCCC1	7	7	.
COc1ccc(S(=O)(=O)NCC2CCCN(C(=O)C3=CCCCC3)C2)cc1 (centres undefined)	-7&3	26&-4	0
Cc1cc(N2CCN(CC(=O)Nc3cc(Cl)ccc3F)CC2)nc(C(C)C)n1	-6	4	-7
Cc1ccc(OCc2cc(C(=O)N3CCN(CC(=O)NC(C)C)CC3)no2)cn1	-6	0	-3
COc1ccc(NC(=O)N(CC(=O)N(CCc2ccccc2)Cc2ccc(C)o2)C2CC2)cc1	-2	.	-6
O=C(CCc1cccnc1)N1CCOC(Cc2cccc3ccccc23)C1 (centres undefined)	-5	15	.
CCc1cc2c(N3C(C(N)=O)CC4CCCCC43)ncnc2s1 (centres undefined)	0	-2	.
C#CCN(CC=C)C(=O)c1cccc(NC(=O)C2CCCC2)c1	-6	0	.
CC(Cc1cnccn1)NC(=O)c1cn(CCN2CCCCC2)nn1 (centres undefined)	1	6	-7
Cc1cc(C(=O)COc2ccc(F)c(Cl)c2)c(C)n1C1CC1	-10	8	.
Cc1cc(N2CCN(c3cccc(Cl)c3)CC2)nc(-n2cc([N+](=O)[O-])cn2)n1	-2	5	-6
C=CCNC(=O)CSc1nc(N)c2c3c(sc2n1)CCCCC3	-14	13	-4
O=C1/C(=C/c2ccc([N+](=O)[O-])cc2)C=C(c2ccccc2)N1c1cccc(Cl)c1Cl	-4	0	-6
COc1ccc(-n2c(=O)[nH]c3c(C(N)=O)nc(-c4ccncc4)nc32)cc1	-5	5	-9
COC(=O)c1c(C)nc2nonc2c1N	3	-1	-2
Cc1ccc(-n2nnnc2CNC(=O)c2cc(C(F)(F)F)cc(C(F)(F)F)c2)cc1C	-4	4	-7

Exported field by field: entries from further up
COc1ccc(NC(=O)C2=C(C#N)CCC2)cc1
  hcGAS inh: -6 | NPYLR7 ag: 0 | mcGAS inh: .

O=C(NCc1cccnc1)c1coc(CN(CCc2c[nH]c3ccccc23)Cc2ccc(C(F)(F)F)cc2)n1
  hcGAS inh: 0 | NPYLR7 ag: 10 | mcGAS inh: -4

O=C(c1ccc(CSc2nc(Cl)cc(N3CCC4(CC3)OCCO4)n2)cc1)N1CCN(c2cccc(C(F)(F)F)c2)CC1
  hcGAS inh: -5 | NPYLR7 ag: -3 | mcGAS inh: -4

Cc1ccc(NC(=O)N2CCSCC2CCO)cc1 (centres undefined)
  hcGAS inh: -6 | NPYLR7 ag: 8 | mcGAS inh: .

Next part
SMILES	hcGAS inh	NPYLR7 ag	mcGAS inh
O=C(Nc1cccnc1N1CCN(C(=O)COc2cccc(Cl)c2)CC1)c1ccc2c(c1)OCO2	5	-2	1
O=C(c1cccc(N2CCNC2=O)c1)N1CC[C@@H](c2ccc(F)cc2)[C@H](O)C1	-1	-2	.
Cc1ccc(Nc2ncccc2Cl)cc1	-16	0	.
O=C(CCCc1ccc(Cl)cc1)NCC(=O)Nc1ccc(F)c(F)c1F	0	-3	.
CCOC(=O)C1CCN(CC(=O)N2N=C(c3ccc(C)cc3C)CC2c2ccc3c(c2)OCO3)CC1 (centres undefined)	-6	-1	-6
COc1ccc(CN2C(=O)N(CC(C)C)C3(CCN(Cc4cccc5ncccc45)CC3)C2=O)cc1	3	3	-10
Cc1nn2c(=O)[nH]c(SCC(=O)Nc3ccc4c(c3)OCCO4)nc2c1-c1ccccc1	11	10	1
COc1ccc(S(=O)(=O)N2CCC(C(=O)NC(C)CCC(C)C)CC2)cc1 (centres undefined)	-1	2	-5
O=C1OC(CN2CCOCC2)CN1/N=C\c1ccc([N+](=O)[O-])o1 (centres undefined)	-4&-10	13&-3	-4
Cc1nc(SCCCSc2n[nH]c(C)n2)n[nH]1	-9	4	.
CC1C=CCC2C(=O)N(c3ccc(F)c([N+](=O)[O-])c3)C(=O)C12 (centres undefined)	-3	-8	-6
CC(NC(=O)c1ccc(-n2cccc2)cc1)c1ccccn1 (centres undefined)	-5	1	-15
Cc1ccccc1-n1c(SCc2ccc(C(=O)O)cc2)nnc1-c1ccncc1	0	1	-4
CCC(C)N(Cc1ccncc1)C(=O)CCSC (centres undefined)	-3	-4	.
CC(C)CN1C(=O)C2C3C=CC(C3)C2C1=O (centres undefined)	6	4	1
O=S(=O)(N[C@H]1CO[C@H]2[C@@H]1OC[C@@H]2Nc1nccc(-c2cccc(F)c2)n1)c1cccc2cccnc12	-5	-19	-7
CC1(C(=O)Nc2ccccc2Br)CCN1C(=O)CCC1CCCC1 (centres undefined)	-12	2	.
CCOc1ccc2nc(NC(=O)CCNC(=O)C34CC5CC(CC(C5)C3)C4)sc2c1	-3	-1	-15
Cc1ccc(C2CSCCN2C(=O)c2cn3cccnc3n2)cc1 (centres undefined)	-18	3	-16
CC(OCC1CCCO1)C(=O)Nc1ccc2c(c1)CCCN2C (centres undefined)	-13	7	-5
Cc1ccc(C(=O)NCCN2C(=O)C(=Cc3ccc4c(c3)OCO4)SC2=S)cc1	-7	-2	-7
COc1ccc(CNC(=O)c2cccnc2N2CCN(C(=O)c3ccc(OC)cc3OC)CC2)cc1	-1	19	-5
COc1ccccc1N1CCN(c2nc(N3CCCCC3)c3cnn(C)c3n2)CC1	-7	2	-8
COc1ccc(-c2nn(-c3ccccc3C)cc2CNC(C)c2cn(C)nc2C)cc1F (centres undefined)	-7	8	-12
O=C(NCc1ccccc1-n1cccn1)C1CC2(CCNCC2)CN1 (centres undefined)	2	7	.
SMILES	hcGAS inh	NPYLR7 ag	mcGAS inh
OC(COc1ccccc1)Cn1cc(Br)cn1 (centres undefined)	-6	5	.
CCOC(=O)c1ccc2c(c1)nc(SCc1ccc(C(=O)OC)cc1OC)n2Cc1cccc(F)c1	5	4	1
O=C(CC1CCCC1)Nc1ccc(S(=O)(=O)C(F)F)cc1	5	-6	.
O=C(CC(c1ccccc1)c1ccc(F)cc1)NCc1ccno1 (centres undefined)	1	3	-8
CCc1nc2n(n1)C(=O)C(C(c1ccc(OC)c(OC)c1)N1CCCC(C)C1)S2 (centres undefined)	-7	-1	-8
CCn1c(-c2cnn(C)c2C)n[nH]c1=O	-3	.	-7
CCOc1ccc(-n2nnnc2CNC(=O)c2ccc3c(c2)OCO3)cc1	3	-5	2
Cc1nc2c(=O)n(CC(=O)N3CCc4ccccc43)nc(-c3ccc(Cl)cc3)c2s1	5	2	-7
COc1ccc(CNC(=O)C(=O)c2ccc(C3CCCCC3)cc2)cc1	-8	-4	-5
O=C1c2ccccc2C(=O)N1CN(C(=O)c1ccccc1)c1ccc(F)cc1	-3	1	-7
CC(=O)Nc1ccc(Cl)c(C(=O)NCC2CCCN(C)C2)c1 (centres undefined)	-2	9	-12
Cc1nn(C)cc1-c1ccnc(NCC2CCN(Cc3ccccc3)C2)n1 (centres undefined)	-8	4	.
CC(c1ccc(Br)cc1)N1CCCC(C)(CO)C1 (centres undefined)	13&-6	0&7	-5
O=C(O)C1(Cc2ccc(F)cc2)CCCN(c2cnc3ccccc3n2)C1 (centres undefined)	2	1	-7
CC1CCC(NC(=O)c2cccnc2N(C)C)CC1 (centres undefined)	-16	1	.
COc1ccccc1CCNC(=O)CN1CCOC(C(F)(F)F)C1 (centres undefined)	0	13	2
O=C(Oc1ccc(Cl)cc1)c1cc([N+](=O)[O-])ccc1Cl	-7	12	-7
CCc1nc(SCC(=O)NCCc2n[nH]c3c2CCCC3)n[nH]1	-4	2	-18
COc1ccc(-c2cc(C(=O)NCCN(C)C)n3nc(C(C)(C)C)cc3n2)cc1	5	-14	0
Cn1c(Cc2csc3nc(-c4ccccc4)nn23)n[nH]c1=S	-6	-11	-3
CC(OC(=O)[C@@H]1CCCN1C(=O)OC(C)(C)C)c1nc2ccccc2[nH]1 (some centres undefined)	-6	6	.

2 entries from above in a different format.
| SMILES | hcGAS inh | NPYLR7 ag | mcGAS inh |
| --- | --- | --- | --- |
| Cc1nn(C)cc1-c1ccnc(NCC2CCN(Cc3ccccc3)C2)n1 (centres undefined) | -8 | 4 | . |
| CC(c1ccc(Br)cc1)N1CCCC(C)(CO)C1 (centres undefined) | 13&-6 | 0&7 | -5 |

An unsorted share of the library; overall some 0.27% were active at least once.
